IMPase cell inh: membrane-permeable compound that blocks inositol monophosphatase; inhibition (IP1 accumulation), % at 46.1 µM; AID 901; P97697; CHO-M1 cells, IP1 accumulation, HTRF TR-FRET ratio; 120,000 tested, under 10 active; active means well fitted curve in the direction sought with a large enough effect in the signal ratio, not every such curve was filed as active; inconclusive means small, poorly fitted or top-dose-only effect, or a change in a side signal; inactive means no such curve, though single readings can be large or run the other way; the % refers to the signal ratio;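 further: cells stimulated with carbachol in lithium chloride buffer; plate controls were DMSO basal wells for no effect and reference inhibitor wells for full effect; higher means more IMPase inhibition seen as more IP1 and lower FRET ratio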
Target sequence (P97697 whole entry, looked up): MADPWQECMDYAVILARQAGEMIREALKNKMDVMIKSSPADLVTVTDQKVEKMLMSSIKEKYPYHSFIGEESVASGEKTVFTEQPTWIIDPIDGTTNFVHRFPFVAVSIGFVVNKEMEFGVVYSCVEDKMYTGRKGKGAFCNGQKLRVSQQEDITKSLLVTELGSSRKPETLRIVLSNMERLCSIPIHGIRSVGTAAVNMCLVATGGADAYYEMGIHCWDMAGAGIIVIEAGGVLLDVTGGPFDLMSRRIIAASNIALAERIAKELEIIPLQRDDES
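Elevated IP1 in lysates lowers TR-FRET signal (665/620 ratio and 620 channel reported). Cells were CHO-M1, given carbachol (50 uM as added) plus 50mM LiCl, pH 7.4, 30 min, 37C; compounds titrated up to 46 uM; AC50 by Hill equation.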
PNC assembly inh: inhibitors of perinucleolar compartment assembly; PC3M PTB-GFP, PNC prevalence imaging, 16 h; hits give low values; activity change (PNC), negative = inhibition, % at 10 µM; 140,000 compounds, 3.1% hits;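 active means readout at or below -70, meaning at least 70% loss of cells showing the perinucleolar compartment, a nuclear body marking cancer cells; inconclusive means readout between -30 and a set limit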;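 further: plate controls were DMSO wells for no effect and camptothecin positive control wells for full effect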
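Compounds are pinned in duplicate onto adhered PC3M cells stably expressing GFP-tagged PTB and incubated 16 h at 37 C. Cells are then fixed, nuclei stained with Hoechst, and PNC-positive cells counted.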
ALOX12 inhib: 12-hLO (ALOX12) enzyme inhibition; P18054; purified 12-hLO, xylenol orange hydroperoxide absorbance; Potency, µM (titrated, usually from 57.1 µM), without a hit: at the top dose activity change, negative = inhibition, most hits filed as inhibitors; 150,000 compounds, 0.12% hits; AID 1452; further: potency means the concentration at half of the fitted maximal effect; nearly all actives have a fitted effect of over 55% in size; many of its hits are not listed in these tables
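Xylenol orange chromogenic assay: hydroperoxide from 12hLO oxidises Fe(II), giving red-shifted Fe(III)-XO absorbance. Conditions: 150 nM enzyme, 40 uM arachidonic acid, 25 mM Hepes pH 7.0, 0.01% Triton X-100, 30 min, room temperature.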
15-hLO-2 inh: 15-hLO-2 (ALOX15B) enzyme inhibition | O15296 | purified 15hLO-2, xylenol orange hydroperoxide absorbance | Potency, µM (highest dose often 57.1 µM), inactives show at the top dose activity change, negative = inhibition, actives largely listed as inhibitors | 110,000 compounds, 0.56% hits | AID 881; further: potency means the concentration at half of the fitted maximal effect; nearly all actives have a fitted effect of over 60% in size; many of its hits are not listed in these tables
Target sequence (O15296 whole entry, looked up): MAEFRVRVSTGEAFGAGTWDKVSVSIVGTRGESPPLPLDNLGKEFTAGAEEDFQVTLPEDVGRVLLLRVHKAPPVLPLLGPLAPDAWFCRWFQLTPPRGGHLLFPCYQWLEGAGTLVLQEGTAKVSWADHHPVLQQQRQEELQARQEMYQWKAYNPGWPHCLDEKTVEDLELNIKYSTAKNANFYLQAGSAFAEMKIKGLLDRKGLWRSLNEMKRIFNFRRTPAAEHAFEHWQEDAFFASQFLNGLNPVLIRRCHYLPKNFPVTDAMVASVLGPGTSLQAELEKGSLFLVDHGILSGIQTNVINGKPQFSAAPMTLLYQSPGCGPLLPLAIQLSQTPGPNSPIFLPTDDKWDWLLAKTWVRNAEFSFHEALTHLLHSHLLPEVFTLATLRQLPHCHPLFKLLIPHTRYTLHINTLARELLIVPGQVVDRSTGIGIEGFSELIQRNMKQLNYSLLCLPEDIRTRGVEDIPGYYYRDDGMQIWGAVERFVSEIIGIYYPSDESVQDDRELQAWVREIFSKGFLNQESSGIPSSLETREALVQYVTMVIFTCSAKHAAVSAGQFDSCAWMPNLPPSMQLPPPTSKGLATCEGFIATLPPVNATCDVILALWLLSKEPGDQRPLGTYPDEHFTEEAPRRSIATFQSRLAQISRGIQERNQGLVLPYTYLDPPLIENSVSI
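Read-out: hydroperoxide product oxidises ferrous iron, measured as xylenol orange complex via the 573-to-405 nm absorbance ratio after 30 min. Reaction: 50 nM enzyme, 15 min compound preincubation, 45 uM arachidonic acid, 90 min RT, Hepes pH 7.5 with Triton X-100.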
Active calls of the source: *; ? = inconclusive; nt = not tested or not shown; [ ] = another dose, or the depositor's remark. Unless noted, the call rests on the fitted dose curve; in most records, active means well fitted curve in the direction sought with a large enough effect; inconclusive means small, poorly fitted or top-dose-only effect, or another doubt; inactive means no such curve, though single readings can be large; an effect the other way counts as inactive or inconclusive. Unless noted, on the % scale 0 is the no-effect control and ±100 the full control effect.

#1 CCc1ccc(NC(=O)CCS(=O)(=O)c2cccc3nsnc23)cc1
#2 Cc1ccc(O/C=C2\OC(=O)c3ccccc32)cc1
#3 O=C(O)c1nnsc1COCc1ccccc1
#4 COc1ccc(C2C(C(=O)Nc3cccnc3)=C(C)Nc3nc(-c4cccs4)nn32)cc1 (stereo not drawn)
#5 Cc1ccc(OCc2nnc(SCC(=O)c3ccccc3)n2Cc2ccco2)cc1
#6 CCn1cc(/C=N/N=C2\CCC3C4CCc5cc(O)ccc5C4CC[C@]23C)c(C)n1 (stereo partly drawn)
Compound,1,2,3,4,5,6
PNC assembly inh,-5,?,nt,-8,17,15
15-hLO-2 inh,-14%,nt,-5%[11.4 µM],nt,-3%,-4%
IMPase cell inh,-8,-20[0.369 µM],nt,8,7,16
ALOX12 inhib,-5%,2%,4%[11.4 µM],-5%,-9%,0%

#7 C/C(CC(=O)Nc1cc(C)ccn1)=N\NC(=O)COc1cccc(C)c1
#8 COCCNC(=O)CN(c1cc(Cl)ccc1OC)S(C)(=O)=O
#9 CCC(C)NC(=O)C1c2ccccc2C(=O)N1Cc1ccccc1OC (stereo not drawn)
#10 CCN(CC)S(=O)(=O)c1ccc(C(=O)NCc2ccc3[nH]c4c(c3c2)CCCC4)cc1
#11 COc1ccc(C(CC(=O)O)NC(=O)c2ccccc2)cc1OC (stereo not drawn)
#12 COc1cccc(N2C(=O)Nc3ccccc3C2(O)C(=O)NCc2ccc3c(c2)OCO3)c1 (stereo not drawn)
Compound,7,8,9,10,11,12
PNC assembly inh,42,-14,20,22,20,-10
15-hLO-2 inh,-5%,-2%,1%,nt,-1%,-6%
IMPase cell inh,0,-2,5,nt,-4,10
ALOX12 inhib,3%,-4%,3%,0%,-5%,0%

#13 CC(C)(C)c1ccc(-c2nnc(SCC(=O)c3ccc4c(c3)OCCO4)o2)cc1
#14 CCC(CC)C(=O)Nc1ccc(Nc2ccccc2)cc1
#15 CN(C)c1nc(SCC#N)nc(N(C)C)n1
#16 CO[C@@]1(NC(=O)CSCC#N)C(=O)N2C(C(=O)O)=C(CSc3nnnn3C)CS[C@@H]21
#17 Cc1cc(C(=O)CSc2nc3ccccc3[nH]2)c(C)n1Cc1ccco1
#18 CC(C)c1nc(CN(C)C(=O)N[C@H](C(=O)N[C@@H](Cc2ccccc2)C[C@H](O)[C@H](Cc2ccccc2)NC(=O)OCc2cncs2)C(C)C)cs1
Compound,13,14,15,16,17,18
PNC assembly inh,0,-17,?,-12,?,nt
15-hLO-2 inh,40%[activator],nt,nt,nt,nt,-15%[0.0915 µM]
IMPase cell inh,8,nt,0,nt,nt,nt
ALOX12 inhib,-1%,-3%,-2%,-4%,-2%,-4%[0.00818 µM]

#19 O=C(CCC(=O)N(c1ccc(F)cc1)C(C(=O)NC1CCCC1)c1ccncc1)Nc1cccnc1 (stereo not drawn)
#20 CC(=O)c1ccc2c(c1)C1C=CCC1C(c1ccc(S(=O)(=O)N3CCOCC3)cc1)N2 (stereo not drawn)
#21 CC(C(=O)NC(=O)NC1CCCCC1)N1CCN(C(c2ccccc2)c2ccccc2)CC1 (stereo not drawn)
#22 CCOC(=O)c1sc2nc(CC(=O)OC)nc(N3CCN(c4ccc(OC)cc4)CC3)c2c1C
#23 CC1CN(C(=O)c2ccc(C(=O)c3ccccc3)cc2)CC(C)O1 (stereo not drawn)
#24 CO/N=C(\Cn1ncc(NC2CCCCC2)c(Br)c1=O)c1ccc(Cl)cc1
Compound,19,20,21,22,23,24
PNC assembly inh,-27,70,27,-100*,-15,32
15-hLO-2 inh,nt,nt,27%,20%,-6%,-2%
IMPase cell inh,?,nt,11,1,1,14
ALOX12 inhib,3%,0%,1%,-3%,3%,-21%

#25 CCCn1c(CN2CCCCC2CC)nc2c1c(=O)n(C)c(=O)n2C (stereo not drawn)
#26 CCCN1C2CCCC1CC(NC(=O)C1CCCCC1)C2 (stereo not drawn)
#27 CCCc1cc(=O)[nH]c(Nc2ccc(OC)c(Cl)c2)n1
#28 COc1ccc(C2=C(CC(=O)O)C(=O)CC2)cc1
#29 CCOC(=O)C1=C(CSc2nc(-c3ccccc3)ccc2C#N)OC(N)=C(C#N)C1c1cccnc1 (stereo not drawn)
#30 Cc1cc(C)n(Cc2ccc(NC(=O)c3c([N+](=O)[O-])c(C)nn3C)cc2)n1
Compound,25,26,27,28,29,30
PNC assembly inh,-17,15,9,18,?,31
15-hLO-2 inh,0%,nt,-6%,nt,25%,-17%
IMPase cell inh,4,11,3,nt,-7,3
ALOX12 inhib,0%,-2%,-2%,0%,1%,10%

#31 CSC1=N/C(=C\c2ccccc2)C(=O)N1C
#32 COCCN1Cc2cccc(C(=O)Nc3ccc(C)c(C)c3)c2C1=O
#33 O=C(OCC(=O)N1CCN(C(=O)c2ccco2)CC1)c1cc(-c2ccc(Cl)c(Cl)c2Cl)nc2ccccc12
#34 CCN(CCCNC(=O)c1c(C)cc(=O)oc1C)c1ccccc1
#35 CCc1ccc(NC(=O)C2CC(=O)N=C(N)S2)cc1 (stereo not drawn)
#36 N#CC1=C(N)C(C#N)(C#N)[C@H](c2ccncc2)[C@H]2CC3(CC=C12)OCCO3
Compound,31,32,33,34,35,36
PNC assembly inh,-11,-5,-7,?,-25,-98*
15-hLO-2 inh,-4%,11%,-8%,-13%[11.4 µM],-2%,-4%
IMPase cell inh,6,-5,2,5[1.84 µM],-5,12
ALOX12 inhib,-1%,7%,4%,27%,-4%,-2%

#37 O=C1c2ccccc2C(Nc2ccc(Cl)cn2)N1c1ccccn1 (stereo not drawn)
#38 COc1ccc(CN2CCCCC2C)cc1C (stereo not drawn)
#39 COc1cccc(CCc2ccccc2OCC[C@@H]2C[C@@H](O)CN2C)c1
#40 N#CCCn1c(=O)c(-c2ccc(F)cc2)nc2cnc(Oc3ccccc3)nc21
#41 O=C(COC(=O)c1cc([N+](=O)[O-])ccc1NCc1ccccc1)NCc1ccccc1Cl
#42 Cc1ccc(Cn2nc(C)c(NC(=O)CSc3nc4c(c(C(F)(F)F)n3)CCc3ccccc3-4)c2C)cc1
Compound,37,38,39,40,41,42
PNC assembly inh,11,?,nt,nt,6,-27
15-hLO-2 inh,nt,7%,56%[activator],-1%,nt,nt
IMPase cell inh,4,7,nt,nt,nt,-1
ALOX12 inhib,0%,-2%,3%,7%,2%,-2%

#43 CN(C)CCCNC(NC(=O)c1cccs1)C(Cl)(Cl)Cl (stereo not drawn)
#44 Cc1nn(C(C)C(=O)NCCCc2ccccc2)c(=O)c2cc3occc3n12 (stereo not drawn)
#45 CC(C)(C)C(=O)Nc1ccccc1C(=O)OCC(=O)c1ccc2c(c1)OCCO2
#46 CCc1ccc2c(c1)C1(C(=O)N2)N2CCCC2C(C(=O)c2ccc3ccccc3c2)C12C(=O)Nc1ccccc12 (stereo not drawn)
#47 CCN(CC)c1ccc(N2C(=O)/C(=C/c3cccs3)SC2=S)cc1
#48 O=C1c2ccccc2OC2(C=Cc3ccccc3O2)N1Cc1ccccc1 (stereo not drawn)
Compound,43,44,45,46,47,48
PNC assembly inh,-4,31,?,27,4,31
15-hLO-2 inh,nt,-25%,nt,nt,-10%,2%
IMPase cell inh,-6,0,-1,-7,-1,9
ALOX12 inhib,1%,0%,10%,-6%,-5%,-1%

#49 CCOC(=O)c1c(C)n(C)c2ccc(OC(=O)c3ccc(N4C(=O)CCC4=O)cc3)cc12
#50 O=C(C1COc2ccccc2O1)N1CCN(c2ccc(F)cc2)CC1 (stereo not drawn)
#51 S=C1N(c2ccccc2)C(c2cccc3ccccc23)N2CCCN12 (stereo not drawn)
#52 COC(=O)c1ccc(COC(=O)c2ccc(CO)cc2)o1
#53 Cc1cccc(C)c1NC(=O)COC(=O)C1Cc2ccccc2CN1C(=O)c1ccccc1 (stereo not drawn)
#54 Cc1cccn2c(=O)c3cc(C(=O)NCc4cccnc4)c(=N)n(C(C)C)c3nc12
Compound,49,50,51,52,53,54
PNC assembly inh,-3,28,?,8,?,-27
15-hLO-2 inh,nt,-2%,7%,nt,nt,-14%
IMPase cell inh,2,0,4,nt,nt,?
ALOX12 inhib,-2%,-3%,-2%,-9%,-5%,-1%

#55 COc1cccc(/C=N/NC(=O)c2[nH]c(C)c(C(=O)N/N=C/c3cccc(OC)c3)c2C)c1
#56 COc1ccc([N+](=O)[O-])cc1NC(=S)NC(NC(=O)Cc1ccc(OC)c(OC)c1)C(Cl)(Cl)Cl (stereo not drawn)
#57 C=CCn1c(SCC(=O)c2c(N)n(CCC)c(=O)n(C)c2=O)nc2sc(CC)cc2c1=O
#58 COC(=O)c1c(NC(=O)CC2SC(N)=NC2=O)sc2c1CCCC2 (stereo not drawn)
#59 CCn1c(-c2nn(C)cc2Cl)n[nH]c1=S
#60 COC(=O)Cn1c(CCS(=O)(=O)c2ccc(C)c(C)c2)nc2ccccc21
Compound,55,56,57,58,59,60
PNC assembly inh,?,-28,?,48,47,-18
15-hLO-2 inh,nt,-17%,-21%,-1%,nt,1%
IMPase cell inh,nt,4,-7,-13,nt,8
ALOX12 inhib,7%,-4%,0%,1%,4%,-4%

#61 CC(=O)Nc1ccc(S(=O)(=O)NNC(=O)c2sc(=S)n(C)c2C)cc1
#62 Cc1cc(C)nc(SCC(=O)Nc2ccc(S(=O)(=O)Nc3onc(C)c3C)cc2)n1
#63 Cc1ccc(CNC(=O)CCCNC(=O)c2ccc(Cl)cc2)n1C
#64 Cc1ccc(C)c(N2CCN(Cc3nnnn3C3CCCCC3)CC2)c1
#65 CCc1ccc(NC(=O)c2cc(-c3ccc(OC)cc3)on2)cc1
#66 C[C@@H]1C=C[C@](Cc2ccccc2)(C(=O)O)N1C(=O)c1ccccc1
#67 O=C(NCCSCc1ccccc1)c1ccc(Cl)c(S(=O)(=O)N2CCOCC2)c1
#68 NS(=O)(=O)c1ccc(N/N=C2/CCCCC2C2CCCCC2)c([N+](=O)[O-])c1 (stereo not drawn)
#69 O=C(COC(=O)c1n[nH]c2ccccc12)Nc1ccc(S(=O)(=O)N2CCCC2)cc1
Compound,61,62,63,64,65,66,67,68,69
PNC assembly inh,-4,35,?,-13,9,nt,14,3,-9
15-hLO-2 inh,nt,-5%,6%,4%[11.4 µM],1%,-2%,nt,nt,-3%
IMPase cell inh,0,3,-5,-6[1.84 µM],-8,nt,nt,nt,4
ALOX12 inhib,-3%,4%,0%,-7%,-1%,3%,1%,-3%,1%

Screens deposited in PubChem BioAssay by National Center for Advancing Translational Sciences (NCATS).

This is a subset. The share of hits here may be higher or lower than overall.
